Bioassay records as filed in PubChem.
TDP1 inh – blocks human tyrosyl-DNA phosphodiesterase 1. Q9NUW8. recombinant TDP1, AlphaScreen DNA substrate cleavage. Potency, µM (highest dose often 130 µM), inactives show at the highest dose activity change, negative = inhibition, usual class: inhibitors. 350,000 compounds, 0.28% hits; also: nearly all actives have a fitted effect of over 40% in size
Target sequence (Q9NUW8 whole entry, looked up): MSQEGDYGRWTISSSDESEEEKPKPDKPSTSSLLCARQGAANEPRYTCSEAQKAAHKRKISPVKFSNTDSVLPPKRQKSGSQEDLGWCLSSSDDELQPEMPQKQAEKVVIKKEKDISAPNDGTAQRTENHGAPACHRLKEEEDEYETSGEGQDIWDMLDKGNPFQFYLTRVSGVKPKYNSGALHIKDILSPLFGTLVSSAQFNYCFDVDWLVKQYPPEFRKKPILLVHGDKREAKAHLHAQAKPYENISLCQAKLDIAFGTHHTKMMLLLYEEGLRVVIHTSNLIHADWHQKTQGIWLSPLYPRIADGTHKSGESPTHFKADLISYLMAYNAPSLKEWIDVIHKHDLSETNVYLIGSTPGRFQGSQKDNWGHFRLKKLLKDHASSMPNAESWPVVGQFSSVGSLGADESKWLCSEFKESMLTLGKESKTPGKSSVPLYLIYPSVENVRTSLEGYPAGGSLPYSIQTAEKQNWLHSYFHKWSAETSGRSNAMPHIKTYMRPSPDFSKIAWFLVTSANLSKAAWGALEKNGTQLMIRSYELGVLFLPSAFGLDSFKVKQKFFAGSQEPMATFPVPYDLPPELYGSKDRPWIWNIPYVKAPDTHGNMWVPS
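Steps: enzyme plus compound, 15 min RT; add biotin/phosphotyrosine-FITC oligonucleotide (15 nM final), react 5 min; add donor/acceptor beads (10 ug/ml final), 10 min; read AlphaScreen. Tdp1 at 1 nM final.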
N370S GC – inhibits or activates N370S mutant glucocerebrosidase. P04062. N370S GC spleen homogenate, 4MU-glucoside fluorescence. Potency, µM (doses to about 59.4 µM), for the others: at the top dose activity change, negative = inhibition, hits mostly inhibitors. 330,000 compounds, 0.092% hits;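 also: 0% = full enzyme activity and -100% = no enzyme basal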
FEN1 inh – human FEN1 inhibition. Recombinant FEN1 flap cleavage, fluorescence, 15 min. AID 588795. P39748. 390,000 compounds, 0.35% hits. Potency, µM (series often up to 114 µM), without a hit: at the highest dose activity change, negative = inhibition, actives largely listed as inhibitors; also: nearly all actives have a fitted effect of over 65% in size
Target sequence (P39748 whole entry, looked up): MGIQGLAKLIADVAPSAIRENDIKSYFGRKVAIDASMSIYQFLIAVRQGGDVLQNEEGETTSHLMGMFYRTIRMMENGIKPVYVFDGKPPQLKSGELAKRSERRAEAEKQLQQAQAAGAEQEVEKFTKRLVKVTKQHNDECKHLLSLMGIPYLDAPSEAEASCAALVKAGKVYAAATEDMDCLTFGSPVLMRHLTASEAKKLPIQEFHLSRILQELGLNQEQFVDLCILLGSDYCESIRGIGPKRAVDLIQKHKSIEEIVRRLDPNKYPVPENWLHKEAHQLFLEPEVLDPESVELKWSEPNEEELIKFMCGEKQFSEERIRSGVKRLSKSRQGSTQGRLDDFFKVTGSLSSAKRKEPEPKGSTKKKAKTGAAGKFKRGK
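In this screen, 50 nM flap DNA substrate was added to 10 nM FEN1 pretreated with compound for 15 min at room temperature; cleavage was followed with reads at 0 and 15 min, and Hill fitting gave concentration–response parameters.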
* marks the source's active call; other numbers are inactive results; u = inconclusive; x = no result given; & = joins results of further samples; [ ] = remark or other dose. Calls follow the shape of the dose curve; as a rule, active = well fitted curve in the direction sought with a large enough effect; inconclusive = small, poorly fitted or top-dose-only effect, or another doubt; inactive = no such curve, though single readings can be large; an effect the other way counts as inactive or inconclusive. Unless noted, % is scaled to controls: 0 for no effect and ±100 for the full control effect; potency is read from the fitted curve at half-maximal effect.

TDP1 inh	N370S GC	FEN1 inh	SMILES
x	-13%	-21%	CCCn1c(=O)c(C(=O)Nc2cccc(C)c2)c(O)c2ccccc21
-4%	3%	3%	O=C(c1ccc(CSCc2ccccc2F)o1)N1CCN(c2ccc(N3CCOCC3)nn2)CC1
2%	1%	-5%	O=C(CCCN1C(=O)C2CC=CCC2C1=O)Nc1ccccc1F (stereo not given)
5%	x	15%	CCOc1ccccc1CNCc1c(C(=O)O)n(Cc2ccccc2)c2cc(OC)ccc12
2%	-4%	-13%	Cc1ccc(Cn2c(=O)n(CCC(=O)NCc3ccc4c(c3)OCO4)c(=O)c3ccccc32)cc1
0%	6%	23%	COc1ccccc1-n1c2c(cc(C(=O)N3CCC(C)CC3)c1=O)C(=O)CC(C)(C)C2
3%	17%	-14%	COc1ccccc1CNC(=O)C1CC(=O)N(c2ccc(C)c(C)c2)C1 (stereo not given)
2%	-3%	20%	CCOC(=O)c1cc(C(C)=O)c(=O)[nH]c1C
0%	x	0%	COc1ccc(C2Nc3ccccc3C(=O)N2c2ccc(Cl)cc2)cc1COc1ccc(NC(C)=O)cc1 (stereo not given)
-3%	-4%	5%	Cn1c(=O)cc(OCCCC(=O)NCc2ccccn2)c2ccccc21
2%	1%	-4%	COc1cc(OC)c(C(=O)OCC(=O)c2cc(C)n(CC3CCCO3)c2C)cc1OC (stereo not given)
2%	4%	-6%	NC(=O)c1sc2nc3c(cc2c1N)CCC3
x	7%	-7%	CN(c1ccccc1)c1nc(N)c([N+](=O)[O-])c(N2CCCC2)n1
9%	-2%	0%	COc1ccc(NC(=O)CN(C)C(=O)CCc2c[nH]c3ccccc23)cc1
-3%	8%	-22%	CCN(CC)CCNC(=O)c1cc(Sc2nnc(C)s2)nc2ccccc12
-2%	x	4%	O=C(Nc1ccc2nc(SCC(=O)N3CCCc4ccccc43)sc2c1)c1cccc(Cl)c1
0%	2%	0%	Cc1ccccc1OCC(=O)Nc1ccccc1N1CCOCC1
6%	-7%	17%	CC(=O)NS(=O)(=O)c1ccc(NC(=O)c2oc3c(Cl)cccc3c2C)cc1
6%	-12%	0%	CN1CCN(CC#CCn2c3ccccc3c3ccccc32)CC1
2%	-27%	0%	Cc1ccc(NC(=O)CC2SC(=Nc3ccc(O)cc3)NC2=O)cc1 (stereo not given)

The closing six compounds of the section before open the next one.
TDP1 inh	N370S GC	FEN1 inh	SMILES
-3%	8%	-22%	CCN(CC)CCNC(=O)c1cc(Sc2nnc(C)s2)nc2ccccc12
-2%	x	4%	O=C(Nc1ccc2nc(SCC(=O)N3CCCc4ccccc43)sc2c1)c1cccc(Cl)c1
0%	2%	0%	Cc1ccccc1OCC(=O)Nc1ccccc1N1CCOCC1
6%	-7%	17%	CC(=O)NS(=O)(=O)c1ccc(NC(=O)c2oc3c(Cl)cccc3c2C)cc1
6%	-12%	0%	CN1CCN(CC#CCn2c3ccccc3c3ccccc32)CC1
2%	-27%	0%	Cc1ccc(NC(=O)CC2SC(=Nc3ccc(O)cc3)NC2=O)cc1 (stereo not given)
3%	-27%	4%	COc1ccc(N(CC(=O)N/N=C/c2ccc3c(c2)OCO3)S(=O)(=O)c2ccc(NC(C)=O)cc2)cc1
x	-3%	0%	COC(=O)C(NC(=O)CCc1nnc2ccc(N3CCC(C)CC3)nn12)C(C)C (stereo not given)
6%	8%	9%	Cc1ccc(S(=O)(=O)/N=C(/NNC(=O)c2cccc(Cl)c2)c2ccccc2)cc1
3%	-13%	-2%	Cc1ccc(-c2n[nH]c(=S)n2C)cc1
-5%	1%	-2%	CCc1cccc(OCCOCCN2CCCC2)c1
8%	5%	10%	Cc1ccc(NCc2ccncc2)c(Br)c1
x	-8%	15%	Cc1ccc(/C=N/NC(=O)CN2CCN(Cc3ccccc3)CC2)o1
2%	0%	-1%	CCC(C)(C)n1nnnc1CN1CCc2ccccc21
-4%	-1%	4%	COC(=O)c1ccc2c(=O)n(CCN3CCOCC3)c(SCC(=O)c3ccccc3)nc2c1
3%	-3%	-5%	CCCc1cc(=O)[nH]c(/N=C(/NC(=O)C(C)N2C(=O)c3ccccc3C2=O)Nc2ccccc2)n1 (stereo not given)
7%	-12%	-7%	N#Cc1c2ncn(CC(=O)c3ccc(Br)cc3)c(=O)c2c2n1CCC2
-10%[0.505 µM]	-3%	1%	O=C(CN1C(=O)NC2(CCCC2)C1=O)Nc1nc2ccc(F)cc2s1
1%	3%	-12%	CCN(CC)CCn1c(C)nc2ccccc21
1%	-10%	11%	N#C/C(=C\C=C\c1ccccc1)C(=O)NCc1cccnc1
5%	5%&-12%&1%	7%	O=C(O)c1ccccc1O
-8%	21%	4%	Cc1ccc2[nH]c(-c3ccccc3)c(CN(C)C)c(=O)c2c1
x	2%	0%	O=C(c1cccc(Cl)c1)N1CCN(Cc2ccc3c(c2)OCO3)CC1
x	-12%	-3%	CC(=O)Nc1ccc(OCC(O)Cn2cncn2)cc1 (stereo not given)
2%	3%	3%	COc1ccccc1C1=NOC(Cn2c(=O)c3c(ncn3C)n(C)c2=O)C1 (stereo not given)
0%	-2%	-18%	Cc1ccc(C2(C)NC(=O)N(CC(=O)Nc3ccccc3N3CCCCC3)C2=O)cc1 (stereo not given)

Arranged by formula weight (largest number first): part of the list above
TDP1 inh	N370S GC	FEN1 inh	SMILES
-8%	21%	4%	Cc1ccc2[nH]c(-c3ccccc3)c(CN(C)C)c(=O)c2c1
1%	-10%	11%	N#C/C(=C\C=C\c1ccccc1)C(=O)NCc1cccnc1
5%	5%&-12%&1%	7%	O=C(O)c1ccccc1O

Next section.
TDP1 inh	N370S GC	FEN1 inh	SMILES
4%	10%	7%	N#Cc1c(-c2ccccc2)nc(-c2ccccc2)nc1N1CCOCC1
6%	-4%	2%	COc1ccc(/C=C(\NC(=O)c2ccccc2)C(=O)N2CCN(C)CC2)cc1OC
8%	x	-17%	CCc1cccc(NC(=O)C2CCN(S(=O)(=O)c3ccc(Br)s3)CC2)c1
x	-8%	-14%	Cc1cccc(-c2sc(Nc3ccccc3)n[n+]2-c2ccc(F)cc2)c1
0%	x	15%	COCc1cc(C)nc2sc3c(c12)NC(c1ccccc1C(=O)O)N(c1ccc(OC)cc1)C3=O (stereo not given)
x	-12%	15%	COc1ccccc1N1CCN(CCCCOc2c(OC)cccc2OC)CC1
-4%	3%	-22%	O=C(CN(c1ccc(F)cc1)S(=O)(=O)c1ccc2c(c1)OCCO2)Nc1ccccc1
3%	3%	13%	COc1cccc2sc(N3CCN(c4nc5ccccc5s4)CC3)nc12
7%	x	-4%	CCc1nn2c(=O)cc(COC(=O)c3cccs3)nc2s1
x	-1%	-4%	Cc1cccc(Nc2nc(OCC#N)nc(N(C)C)n2)c1
2%	6%	5%	CCn1nnnc1SCC(=O)Nc1sc(C)c(C)c1C#N
-3%	x	18%	COCCCN1CCc2nc(SCC(=O)Nc3ccc(C)c(Cl)c3)[nH]c(=O)c2C1
-4%	0%	1%	Cc1nnc2sc(-c3ccncc3)nn12
0%	1%	-4%	CC(NC(=O)COC(=O)CCc1nc(=O)c2ccccc2n1C)c1ccccc1 (stereo not given)
0%	0%	0%	CCOC(=O)CC1CCCCN1C(=O)c1ccc2nc(CCOC)oc2c1 (stereo not given)
2%	x	1%	O=C(COC(=O)c1cc(S(=O)(=O)N2CCCC2)ccc1O)Nc1ccccc1Br
1%	u	13%	COc1ccc(NC(=O)COC(=O)C2C3CC4OC(=O)C2C4C3)cc1 (stereo not given)
2%	-9%	0%	Cc1oc(-c2ccc(Cl)cc2)nc1CN1CCCC(C(=O)NCCCN2CCOCC2)C1 (stereo not given)
4%	x	18%	C[C@]12c3[nH]c4ccccc4c3CCN1C(=O)C(CC(=O)NCCCn1ccnc1)C[C@@H]2C(=O)N1CCCCC1 (stereo not given in full)
1%	x	2%	Cc1oc(-c2ccccc2F)nc1CS(=O)(=O)CC(=O)NCCc1ccc(Cl)cc1
5%	-2%	15%	Cn1c(Oc2ccccc2NCc2cc(Br)ccc2O)cc(=O)n(C)c1=O
1%	2%	-7%	O=C(CCCCCN1C(=O)[C@@H]2Cc3ccccc3CN2C1=O)NCCc1ccccc1
15%	-8%	12%	CCOc1ccc(NCc2cccn2-c2nnc(N3CCC(C(=O)NCCCN4CCCCC4C)CC3)s2)cc1 (stereo not given)
4%	-5%	-4%	CN(C)c1ccc(CC2C(=O)Nc3ccccc32)cc1 (stereo not given)
-3%	u	-13%	Cc1ccccc1Cn1c(Cc2ccccc2)nc2ccccc21
5%	x	8%	O=C(CSc1n[nH]c(-c2ccc(F)cc2)n1)NCc1ccccc1Cl
2%	7%	-1%	CCOC(=O)Cc1csc(NC(=O)Nc2ccc(C)cc2)n1
2%	4%	x	Cc1oc(/N=C/c2c(O)ccc3ccccc23)c(C#N)c1C
-2%	x	0%	Cc1cc(C)c(S(=O)(=O)NCCc2cc3cc(C)c(C)cc3[nH]c2=O)c(C)c1
-13%	29%	3%	CCc1cccc2c(C(=O)COC(=O)/C=C/c3ccc(O)c(OC)c3)c[nH]c12
2%	-14%	-5%	O=c1oc2cc(OCc3c(F)c(F)c(F)c(F)c3F)ccc2cc1-c1ccccn1
-7%	27%	6%	CC(=O)c1c(COC(=O)c2ccco2)nc2ccccc2[n+]1[O-]
3%	-13%	-2%	CCSc1nnc(NC(=O)Cc2ccc(OC)c(S(=O)(=O)N3CCOCC3)c2)s1
x	-15%	8%	COC(=O)C(NS(=O)(=O)c1cccc(S(=O)(=O)NC(C(=O)OC)c2ccccc2)c1)c1ccccc1 (stereo not given)
3%	-6%	12%	Cc1ccccc1OCC(=O)Nc1ccc2c(c1)C(=O)N(CCC(=O)O)C2=O
10%	-7%	x	CCCCNC(=O)NS(=O)(=O)c1ccc(C(=O)O)cc1
-3%	9%	15%	C=CC(=O)NC(NC(=O)C=C)c1ccccc1F
x	-6%	-3%	Nc1ccc(-c2ccc(N)c([N+](=O)[O-])c2)cc1[N+](=O)[O-]
9%	x	-4%	COc1ccc(CCN2C(=O)c3[nH]nc(-c4ccccc4O)c3C2c2ccc(O)c(OC)c2)cc1 (stereo not given)
9%	3%	-7%	N#Cc1ccsc1NC(=O)CN1CCCCC1
2%	8%	-2%	O=C(c1cn(-c2ccccc2)nc1-c1cccc([N+](=O)[O-])c1)N1CCCCC1
x	7%	12%	COC(=O)c1sc2nc3c(c(-c4cccs4)c2c1N)CCCC3
x	-10%	0%	O=C(O)CC/C(=N\Nc1ccccc1[N+](=O)[O-])c1cccs1
0%	-1%	-2%	O=C1CC(C(=O)Nc2cccc(Cl)c2)n2ncnc2N1 (stereo not given)
8%	4%	-12%	Cc1ccc(C)c(C2C(C#N)=C(N)Oc3cc(C)oc(=O)c32)c1 (stereo not given)
-5%	x	-3%	CCc1ccc(NC(=O)CSc2ccc(-c3cccs3)nn2)cc1
2%[56.1 µM]	-14%	-18%	Cc1cccc2sc(NC(=O)CSc3nnnn3C)nc12
4%	18%	-11%	COc1ccc(/C=C2\CCCC3C2=NN(C(=O)COC(=O)CNC(=O)c2ccccc2)C3c2ccc(OC)cc2)cc1 (stereo not given)
5%	-10%	1%	CC1CCCN(S(=O)(=O)c2ccc(C(=O)Nc3nnc(-c4ccco4)o3)cc2)C1 (stereo not given)
-4%	8%	14%	CCOC(=O)Cc1cnc(NC(=O)CSc2nc3ncnc(N)c3[nH]2)s1

Three entries already listed, ordered by the value under FEN1 inh, low to high.
TDP1 inh	N370S GC	FEN1 inh	SMILES
8%	x	-17%	CCc1cccc(NC(=O)C2CCN(S(=O)(=O)c3ccc(Br)s3)CC2)c1
-10%[0.505 µM]	-3%	1%	O=C(CN1C(=O)NC2(CCCC2)C1=O)Nc1nc2ccc(F)cc2s1
15%	-8%	12%	CCOc1ccc(NCc2cccn2-c2nnc(N3CCC(C(=O)NCCCN4CCCCC4C)CC3)s2)cc1 (stereo not given)

Carrying on:
TDP1 inh	N370S GC	FEN1 inh	SMILES
x	2%	50µM*	COc1ccccc1/C=c1\sc2nc(-c3ccco3)nn2c1=O
5%	-14%	-3%	CCCCCC(O)(CCN1CCCCC1)c1ccc(OCC)cc1 (stereo not given)
4%	1%	1%	CCOC(=O)CCC(NC(=O)c1ccccc1C(=O)NC(CCC(=O)OCC)C(=O)OCC)C(=O)OCC (stereo not given)
1%&9%	-4%	-3%&2%	COc1ccc(N2CCN(C(=O)CCCCn3c(=O)[nH]c4ccsc4c3=O)CC2)cc1
-11%	-7%	7%	CCCCn1c(N)c(N(CCC(C)C)C(=O)c2c(C)noc2C)c(=O)[nH]c1=O
3%	6%	-16%	Cc1cc(Nc2ccc(Br)cc2F)n2ncnc2n1
1%	x	21%	CCc1ccccc1NC(=O)C1CCN(S(=O)(=O)c2cn(C)cn2)CC1
x	3%	-17%	NC1=NC(=O)/C(=C\c2ccc(-c3ccc(Cl)cc3)o2)S1
x	-14%	13%	COc1ccc(NC(=O)C2CCCN(S(C)(=O)=O)C2)c(OC)c1 (stereo not given)
4%	-7%	-11%	O=C(NC1=NCCCCC1)c1cccc2ccccc12
2%	19%	9%	COc1ccc(C(=O)NC2CCCCCC2)cc1S(=O)(=O)N1CCCc2ccccc21
0%	9%	15%	CC(C)NC(=O)CC(=O)N/N=C/c1c(F)cccc1Cl
